TPT1 inhibitor: blocks Candida albicans tRNA 2'-phosphotransferase; recombinant caTPT1, FP RNA substrate dephosphorylation; inhibition, % at 5 µM; hit rate 0.81% among 300,000; AID 1962;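 active means inhibition above the mean of all tested compounds plus 3 SD, set per screening campaign, cut at about 24% in these data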;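 further: plate controls were DMSO alone for no effect and ferristatin control at 100 nM for full effect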
PP5 primary: inhibitors of human protein phosphatase 5 (PP5). P53041. purified PP5c, OMFP substrate fluorescence. inhibition, % at 6.7 µM. hit rate 0.18% among 320,000. AID 1987;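 active means inhibition above the campaign's mean inhibition across all tested compounds plus 3 SD, cut at about 9.5% in these data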;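 further: 0% = DMSO only and 100% = 100 µM cantharidin control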
Fh CTSL1 inh: cathepsin L1 inhibition, PFM18AAP counter-screen; inhibition, % at 5.96 µM; AID 1906; hit rate 0.49% among 300,000; recombinant F. hepatica cathepsin L1, Z-Leu-Arg-MCA fluorescence;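 active means inhibition above the mean of all tested compounds plus 3 SD, set per screening campaign, cut at about 17% in these data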;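 further: 0% = plate median of test compound wells and 100% = 1 µM Z-Phe-Ala-diazomethylketone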
EBNA-1 inh: blocks EBNA-1 binding to DNA; hit rate 0.34% among 300,000; AID 1950; EBNA-1 DNA binding, fluorescence polarization; inhibition, % at 14.8 µM; in the data active means inhibition above about 28%
PREPL inh: inhibitors of human prolyl oligopeptidase-like enzyme PREPL | recombinant PREPL, fluorescence polarization activity-based probe | Q4J6C6 | hit rate 0.68% among 320,000 | inhibition, % at 5.96 µM; in the data active means inhibition above about 43%;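 further: 0% = enzyme with DMSO and 100% = wells lacking enzyme; many of its hits are not listed in these tables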
Target sequence (Q4J6C6 whole entry, looked up): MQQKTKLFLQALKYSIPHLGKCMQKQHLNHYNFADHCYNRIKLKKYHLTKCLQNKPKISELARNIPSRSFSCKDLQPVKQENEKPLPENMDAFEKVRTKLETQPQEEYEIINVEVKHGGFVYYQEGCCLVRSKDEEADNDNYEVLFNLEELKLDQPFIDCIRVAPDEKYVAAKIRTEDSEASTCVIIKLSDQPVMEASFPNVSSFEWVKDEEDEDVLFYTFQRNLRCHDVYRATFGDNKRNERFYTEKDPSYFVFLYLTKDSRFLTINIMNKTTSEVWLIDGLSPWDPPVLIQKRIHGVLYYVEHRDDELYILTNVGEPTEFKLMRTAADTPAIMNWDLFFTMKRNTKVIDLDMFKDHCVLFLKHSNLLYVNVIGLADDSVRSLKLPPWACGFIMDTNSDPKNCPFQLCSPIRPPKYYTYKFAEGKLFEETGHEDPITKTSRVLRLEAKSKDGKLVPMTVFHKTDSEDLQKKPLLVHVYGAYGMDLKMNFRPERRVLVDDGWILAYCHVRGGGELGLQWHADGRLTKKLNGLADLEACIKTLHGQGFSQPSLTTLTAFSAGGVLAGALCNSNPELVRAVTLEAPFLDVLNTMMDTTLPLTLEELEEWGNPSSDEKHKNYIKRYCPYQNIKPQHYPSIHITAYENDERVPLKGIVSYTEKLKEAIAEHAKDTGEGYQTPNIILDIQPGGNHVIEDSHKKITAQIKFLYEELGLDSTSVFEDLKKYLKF
ZTA DNA inh: counter-screen for EBNA-1 inhibitors: inhibitors of Epstein-Barr virus ZTA; AID 2234; ZTA-DNA binding, fluorescence polarization; P03206; hit rate 0.15% among 320,000; inhibition, % at 11 µM; in the data active means inhibition above about 33%
Target sequence (P03206 whole entry, looked up): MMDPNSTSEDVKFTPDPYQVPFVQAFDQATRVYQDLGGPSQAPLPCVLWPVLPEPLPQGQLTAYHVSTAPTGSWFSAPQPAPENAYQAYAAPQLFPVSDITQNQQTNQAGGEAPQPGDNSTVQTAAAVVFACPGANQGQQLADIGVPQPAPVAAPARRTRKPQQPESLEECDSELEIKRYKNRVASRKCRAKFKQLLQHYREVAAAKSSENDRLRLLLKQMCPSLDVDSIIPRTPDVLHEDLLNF
PP1 inh: counter-screen for PP5 inhibitors: inhibitors of human PP1-alpha; AID 2235; purified PP1alpha, OMFP fluorescence; P62136; inhibition, % at 6.7 µM; hit rate 0.9% among 320,000;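 active means inhibition above the mean inhibition of all tested compounds plus 3 SD, computed separately for each screening campaign, cut at about 15% in these data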
Efflux pump mplx: antifungal efflux pump inhibition, Nile Red retention. S. cerevisiae Candida pump triplex. inhibition, % at 10 µM. hit rate 0.44% among 330,000;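 active means plate passing quality check with inhibition over a set limit, or well fluorescence over plate mean plus 4 SD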;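 further: Nile Red retained in pooled yeast measured as flow cytometry median fluorescence; 0% = buffer negative control and 100% = Enniatin B positive control; higher means more Nile Red kept so more efflux inhibition; some compounds called inactive have numbers as strong as hits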
core dimer inh: HCV core protein dimerization inhibition. AID 1899. inhibition, % at 5 µM. hit rate 0.33% among 300,000. TR-FRET GST/Flag-core106 dimerization, 1536-well;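 active means inhibition above the mean of all tested compounds plus 3 SD, set per screening campaign, cut at about 45% in these data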
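Material: GST/Flag-tagged HCV core106 proteins. Incubation: 4 h, 22.5 °C incubation. Read-out basis: inhibition (%) from 671 over 617 nm ratio. Measured by: TR-FRET, excitation 340 nm, emission 617 and 671 nm.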
* hit, by the source's call; / = not tested or not shown. Not all compounds are listed, so the mix of outcomes need not match the whole.

SMILES	TPT1 inhibitor	PP5 primary	Fh CTSL1 inh	EBNA-1 inh	PREPL inh	ZTA DNA inh	PP1 inh	Efflux pump mplx	core dimer inh
O=C(CN1C(=O)NC2(CCCC2)C1=O)Nc1ccc(F)c(F)c1F	3	1.4	0	-13	13	7	-8	0.0	2
CN(C)S(=O)(=O)n1cnc([C@@H]2[C@@H]3C(=O)OC[C@@H]3C[C@]23N=CN(Cc2ccccc2)C3=O)c1	/	-0.9	/	/	-3	-15	-3	0.0	/
CCOc1ccc(NC(=O)CN(C)C(=O)c2cc(-c3cccs3)nn2-c2ccccc2)cc1OCC	-1	2.0	-1	0	-8	-2	0	0.0	6
CC(C)(C)c1cc(-c2n[nH]c(=S)n2-c2ccccc2F)n[nH]1	2	2.6	4	0	6	4	-2	0.0	-1
CCC(=O)Nc1ccc(S(=O)(=O)N2CCc3ccccc32)cc1	2	1.7	-3	0	6	-2	0	-0.1	5
CCc1c(C(=O)OC)nnc2cc(C)nn12	2	-1.6	-1	-1	23	11	-1	0.2	1
Cc1cc[n+](CC(=O)Nc2nc3ccccc3s2)cc1	-2	0.2	1	-4	9	-7	-5	0.1	1
COc1ccc(-n2nc(C(=O)Nc3cc(OC)c(OC)c(OC)c3)c3ccccc3c2=O)c(OC)c1	0	1.5	1	-12	-3	16	-3	0.0	5
COc1ccc(NC(=O)C2CCCN(S(=O)(=O)c3cccc4nonc34)C2)cc1 (stereo not given)	1	1.4	0	-7	12	2	-1	0.0	4
COc1ccccc1CN1C[C@@H]2C[C@@H](c3ccccc3OC)N3CCC[C@@]23C1=O	14	0.2	0	10	3	-8	-1	-0.1	4
CC(=O)Nc1ccc(SCC(=O)OCC(=O)NC(=O)NC2CCCC2)cc1	-5	-1.6	0	2	7	11	1	0.0	-2
O=C(C[n+]1ccccc1)N/N=C/c1ccccc1Cl	/	0.9	/	/	9	5	0	-0.1	/
Cc1ccc(C23CC4CC(CC(C(=O)OCC(=O)NC5CCS(=O)(=O)C5)(C4)C2)C3)cc1 (stereo not given)	4	-5.6	2	0	-10	10	2	0.6	3
COc1cccc(NC(=O)Nc2ccc3c(c2)OCO3)c1	1	1.3	-1	0	7	9	-4	-1.3	-7
Cc1ccc(O)c(CNc2nccs2)c1	-2	1.3	2	10	-4	10	0	-0.1	6
Cc1ccc2nc(-c3ccccc3Cl)cc(C(=O)Nc3cc(C)on3)c2c1	0	3.5	1	7	-9	-10	1	-0.2	3
COc1ccc(-n2nc3ccc(NS(C)(=O)=O)cc3n2)cc1Cl	-1	3.9	1	8	10	-3	-1	0.0	-12
CCn1c(SCC(=O)N(C)CC(=O)Nc2ccc(OC)cc2)nnc1-c1ccco1	2	-1.0	3	1	5	4	-5	0.0	-4
CC(C)Oc1ccc(CN2CCC(n3nccc3NC(=O)CCc3ccccc3)CC2)cc1	-3	-0.6	7	-1	17	-2	1	-0.2	-2
CN1C2=NCCN2C(=O)c2cc(Cl)ccc21	-1	3.9	1	-9	6	-15	1	-0.1	-5
c1coc(-c2nnc3sc(-c4cccs4)nn23)c1	2	2.6	2	-8	4	-2	1	0.1	3
O=C(NC1CCCCC1)c1ccccc1C(F)(F)F	1	-2.0	-4	-3	4	-4	-4	0.5	0
CN(C)CCNC(=O)Cn1nc(C(F)F)cc1C1CC1	2	-0.1	4	-2	4	16	2	0.3	1
O=C1/C(=C\c2ccco2)CCC/C1=C\c1ccco1	55*	1.8	8	-5	2	5	3	60*	32
CCN(Cc1cc(=O)n2ccsc2n1)c1cccc2ccccc12	-2	3.6	-3	-10	25	1	6	0.3	8
Cc1cccc(N(C)C(=O)CCS(=O)(=O)c2cc3c(cc2Cl)NC(=O)CO3)c1	-1	2.9	-6	11	10	13	-1	0.3	-10
COc1ccc(N2CCN(c3nc4c(c(=O)n(C)c(=O)n4C)n3Cc3ccccc3)CC2)cc1	-1	2.1	-3	-7	50*	-7	1	0.0	2
Cc1ccc(NC(=O)c2nc[nH]c2C(=O)N2CCC(C)CC2)cc1	-3	2.5	1	10	1	-5	0	0.2	-6
Cc1ccc(N(C(=O)c2snc(C(N)=O)c2N)C(C(=O)NCc2ccccc2)c2ccncc2)c(C)c1 (stereo not given)	-1	2.7	1	-1	18	-16	4	0.0	-1
COc1cc(CN2CCC(n3nccc3NC(=O)c3ccc4c(c3)OCO4)CC2)ccc1O	-3	3.4	9	2	10	17	-3	0.5	8
Cc1cccc(Cc2nnc(CCC(=O)N(C)C3CCOC3)o2)c1 (stereo not given)	-2	-2.0	-4	5	0	2	-2	0.1	0
CC1C=CCC2C(=O)N(c3cc(Cl)ccc3O)C(=O)C12 (stereo not given)	-1	-0.3	3	-12	-6	-9	-2	0.1	5
CCCCNc1nc2c(c(=O)n(C)c(=O)n2C)n1CCC	-1	-1.8	0	0	1	9	-1	-0.1	3
COC(=O)C1C2C=CC3(CN(C(C)C)C(=O)C13)O2 (stereo not given)	-1	0.2	3	4	0	14	-1	-0.2	-3
CS(=O)(=O)c1ccc2nc(NC(NC(=O)c3ccco3)(C(F)(F)F)C(F)(F)F)sc2c1	0	4.7	0	-10	13	-5	-3	0.3	2
O=P(O)(CCc1ccncc1)CN1CCCCC1	-1	1.2	-2	3	0	2	3	0.0	-1
CCOc1ccc(-c2c(C(=O)N/N=C/c3ccc(Cl)cc3)nnn2-c2nonc2N)cc1	0	-0.6	1	17	-16	2	3	-0.1	17
COc1ccc(CC(=O)Nn2c(-c3ccccc3)nc3ccccc3c2=O)cc1	4	2.5	-3	-3	-35	11	-4	0.3	-7
CCCNC(=O)c1ccc(CNc2c(N3CCC(C(=O)OCC)CC3)c(=O)c2=O)cc1	-1	1.7	3	-5	12	-4	-2	-0.2	-9
S=c1[nH]nc(CCc2nc3ccccc3[nH]2)n1-c1ccccc1	4	2.8	-3	4	2	-4	0	-0.1	-5
Cc1cccc2nc(-c3cccnc3)c(NCCC(C)C)n12	7	3.9	-2	3	-2	-7	1	0.2	4
COc1cc(/C=N/NC(=O)c2ccc(F)cc2)ccc1OC(=O)c1ccco1	-2	3.2	2	-1	31	-12	-1	0.1	-11
COc1ccc(-c2c(NC(=O)c3ccco3)n(-c3ccc(C)cc3)nc(C)c2=O)cc1	4	1.3	3	-6	13	-1	-1	0.2	-4
Cc1occc1C(=O)NNC(=O)c1ccccc1C(=O)O	1	0.5	0	-6	-1	-13	-1	0.0	-5
COc1ccc(-c2c(C(=O)O)c(-c3ccccc3)cn2C)cc1	-2	0.0	-9	-7	15	-5	-3	0.2	-6
O=C(CCc1ccc(S(=O)(=O)NCc2ccccc2)cc1)NCc1cccnc1	-8	3.9	0	12	13	-10	-1	0.0	-8
COc1ccc2c([N+](=O)[O-])c(Cl)[nH]c2c1	-1	3.1	2	-2	0	0	0	0.1	-11
CSc1nc(O)c(Cc2ccccc2)c(=O)[nH]1	-1	-0.4	1	-11	10	-5	0	0.0	-2
COc1cc(C2C(C(=O)/C=C/c3ccccc3)=C(O)C(=O)N2c2ccccn2)ccc1O (stereo not given)	8	1.0	3	0	35	9	5	0.0	2
CCCn1c(C)cc(/C=C(\C#N)C(=O)O)c1C	-1	0.6	1	4	-3	11	-2	-0.2	4
CC(C)(C)c1ccc(C(=O)Nc2ccc(CN3CCS(=O)(=O)CC3)cc2)cc1	-3	1.5	0	3	-6	-6	6	0.1	7
Cc1ccc(C(OCC(O)CNC(C)c2ccccc2)c2ccccc2)cc1 (stereo not given)	0	2.0	-6	4	-46	-8	-1	-0.1	-2
Cc1noc(C)c1C(=O)OCC(=O)NC(=O)NC12CC3CC(CC(C3)C1)C2	-9	3.3	2	-8	11	-10	6	0.0	-3
COc1ccc2c(c1)SC1=NCCS(=O)(=O)N12	-2	1.9	-4	2	9	9	-4	0.0	2
O=c1cc(CN2CCOCC2)c2ccc(O)c(O)c2o1	0	0.5	-2	3	5	5	-3	0.2	-9
CSCCC(NC(=O)COc1ccccc1)C(=O)N1CCC(C(N)=O)CC1 (stereo not given)	/	-2.0	/	/	0	-6	-1	0.3	/
COc1ccc(C=O)cc1Cn1cnc2c(cnn2C)c1=O	-1	1.9	-2	-7	-1	-6	-5	0.2	0
S=c1[nH]nc([C@@H]2C[C@H]2c2ccccc2)n1-c1ccccc1	-5	-0.8	3	-1	1	11	1	0.2	1
Cc1ccccc1OCC(=O)Nc1ccccc1-c1ccccc1NC(=O)COc1ccccc1C	3	5.4	-2	-13	-23	-2	8	0.3	8
CNC(=O)CN(c1cccc2ccccc12)S(C)(=O)=O	2	-5.7	2	-2	-7	13	-5	0.1	-1
(more compounds)
SMILES	TPT1 inhibitor	PP5 primary	Fh CTSL1 inh	EBNA-1 inh	PREPL inh	ZTA DNA inh	PP1 inh	Efflux pump mplx	core dimer inh
CN(CC(=O)Nc1ccccc1C(F)(F)F)C(=O)Cc1ccccc1F	1	-0.1	0	7	1	3	-4	-0.3	4
CCNC(=O)Nn1c(C)nnc1C	-5	1.6	-8	-16	11	12	-5	0.3	0
CNC(=O)NC(=O)C(OC(=O)Cc1cccc(C(F)(F)F)c1)c1ccccc1 (stereo not given)	-3	2.0	-7	10	-6	8	-4	-0.1	12
O=C(CCN1C(=O)C2C3C=CC(C3)C2C1=O)N1CC(=O)N(CCc2ccccc2)C(=O)C1 (stereo not given)	-4	4.5	1	-8	25	-15	2	0.0	-11
O=[N+]([O-])c1ccc2sc(SCc3nc4ccccn4c3Br)nc2c1	7	1.0	-2	-11	6	6	5	0.4	9
Cc1ccc(C2(COC(=O)C(C)C)CO2)c(OC(=O)C(C)C)c1 (stereo not given)	3	3.2	1	-8	13	6	-6	0.5	-7
COc1ccccc1NC(=O)/C(C#N)=C/c1ccncc1	0	1.7	7	4	-3	-10	-3	0.1	0
Fc1cccc(Cl)c1C1Nc2cccc3cccc(c23)N1	2	3.4	1	-10	19	-14	6	0.6	9
Cc1ccc(NC(=O)C(C)OC(=O)CCC2CCCCC2)cc1 (stereo not given)	-1	2.8	-2	0	-2	1	3	0.0	-2
CCOC(=O)C1CCN(S(=O)(=O)c2c(C)[nH]c(C)c2C(=O)N2CCCC2)CC1	-3	2.9	-3	-7	16	-10	-1	-0.1	-20
Cc1ccc(SCC(=O)NCCN2C(=O)CSC2=O)c(C)c1	0	-2.8	4	12	4	18	0	0.0	-3
COn1c(SCc2cccc(Cl)c2)nc2ccccc2c1=O	0	0.8	0	-5	7	-3	3	-0.2	1
CC(C)CCNc1ncnc2c1cnn2Cc1ccccc1Cl	-2	2.4	0	4	3	0	0	0.4	3
O=[N+]([O-])c1ccccc1S(=O)(=O)NCc1ccc(F)cc1	1	-7.5	5	-7	-12	-11	-9	-0.6	5

Arranged by length of the SMILES (low to high): 5 of the compounds above.
SMILES	TPT1 inhibitor	PP5 primary	Fh CTSL1 inh	EBNA-1 inh	PREPL inh	ZTA DNA inh	PP1 inh	Efflux pump mplx	core dimer inh
CCNC(=O)Nn1c(C)nnc1C	-5	1.6	-8	-16	11	12	-5	0.3	0
Fc1cccc(Cl)c1C1Nc2cccc3cccc(c23)N1	2	3.4	1	-10	19	-14	6	0.6	9
Cc1ccc(SCC(=O)NCCN2C(=O)CSC2=O)c(C)c1	0	-2.8	4	12	4	18	0	0.0	-3
Cc1ccc(C2(COC(=O)C(C)C)CO2)c(OC(=O)C(C)C)c1 (stereo not given)	3	3.2	1	-8	13	6	-6	0.5	-7
O=[N+]([O-])c1ccc2sc(SCc3nc4ccccn4c3Br)nc2c1	7	1.0	-2	-11	6	6	5	0.4	9
